# D2 agonist – agonists of human D2 dopamine receptor; HEK293 T-REx D2 cells, calcium flux agonist mode; activation, % at 2 µM; actives 0.53% (n = 340,000); AID 485358;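 active means activation over 3 SD above normal in the single-dose calcium agonist read, cut at about 30% in these data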; further: 0% is about no effect
#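 Tetracycline-induced HEK293 T-REx cells with force-coupled D2 receptor, plated overnight at 30 C, loaded with no-wash calcium dye. After a 10 s baseline, compound was pin-added and calcium flux read kinetically for 180 s; calcium rises flagged agonists.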
# mIDH1 inhibitor – inhibitors of human mutant IDH1 R132H; AID 602179; IDH1-R132H enzyme, NADPH consumption, diaphorase/resazurin fluorescence; Potency, µM (top dose mostly 76.6 µM), for the others: at the top dose activity change, negative = inhibition, actives largely listed as inhibitors; O75874; actives 0.093% (n = 390,000); further: potency means the concentration at half of the fitted maximal effect; on the % scale 0 is the no-effect control and ±100 the full control effect; nearly all actives have a fitted effect of over 65% in size
#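 IDH1-R132H (0.5 ug/mL) preincubated 30 min with compound, then NADPH (0.016 mM) and alpha-KG (2 mM) added; 80 min at RT, pH 7.5. Remaining NADPH coupled via diaphorase/resazurin to fluorescence (540/590 nm); concentration-response curves normalized to no-enzyme control.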
# Pin1 inh – inhibitors of human Pin1; Q13526; Pin1 FP peptide displacement, HiFluor488, 10 min; Potency, µM (titrated, usually from 115 µM), for the others: at the highest dose activity, negative = inhibition, most hits filed as inhibitors; actives 0.009% (n = 390,000); AID 504891; active means well fitted inhibition curve with a large enough effect in the polarisation, with a control signal flat, not every such curve was filed as active; inconclusive means small, poorly fitted or top-dose-only effect, or effect the other way, or a change in a side signal; inactive means no such curve, though single readings can be large or run the other way; the % refers to the polarisation; further: potency means the concentration at half of the fitted maximal effect; on the % scale 0 is the no-effect control and ±100 the full control effect
# Target sequence (Q13526 whole entry, looked up): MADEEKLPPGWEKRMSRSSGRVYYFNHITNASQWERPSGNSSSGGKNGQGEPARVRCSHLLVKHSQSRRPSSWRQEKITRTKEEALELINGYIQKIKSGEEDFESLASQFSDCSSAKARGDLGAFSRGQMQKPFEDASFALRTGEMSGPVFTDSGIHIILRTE
# TrxR1 inh – inhibitors of rat thioredoxin reductase 1; O89049; recombinant rTrxR1, NADPH fluorescence consumption, selenite substrate; Potency, µM (doses to about 114 µM), for the others: at the highest dose activity change, negative = inhibition, hits mostly inhibitors; actives 1% (n = 390,000); further: potency means the concentration at half of the fitted maximal effect; on the % scale 0 is the no-effect control and ±100 the full control effect; nearly all actives have a fitted effect of over 65% in size
#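 Rat TrxR1 (90 nM in the dispensed reagent) was pre-reduced with 400 uM NADPH for 5 min at room temperature, then incubated with compound for 15 min. After 400 uM selenite was added, NADPH fluorescence (Ex 340/Em 450 nm) was followed for 8 min.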
# TRHR ag – activates the human TRH receptor; P34981; TRHR cells, calcium flux fluo-8, FDSS agonist mode; activation, % at 2 µM; actives 0.18% (n = 360,000); in the data active means activation above about 30%; further: 0% is about no effect
#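 Read-out: compound-evoked intracellular calcium rise in TRHR cells, fluo-8 dye, kinetic FDSS fluorescence at 1 s/cycle following a 10-cycle baseline. Cells cultured overnight before dye loading (30 min–1.5 h, RT).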
# TRHR enhancer – allosteric enhancers of human TRH receptor; P34981; TRHR cells, fluo-8 calcium fluorescence, EC20 TRH enhancement; enhancement, % at 2 µM; actives 0.66% (n = 360,000); AID 493056; in the data active means enhancement above about 30%; further: 0% is about no effect
#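 Enhancer read-out: after compound pinning and an initial kinetic agonist-mode read, an EC20 of TRH (10 nM final) was injected and fluo-8 calcium signal (Ex 480/Em 530) followed at 1 s/cycle for 100 cycles in TRHR-expressing cells.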
# D2 antagonist – D2 dopamine receptor (human) antagonism. inhibition, % at 10 µM. AID 485344. HEK293 TREx D2 cells, calcium flux, dopamine EC80. P14416. actives 2% (n = 340,000); in the data active means inhibition above about 30%; further: 0% is about no effect
#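 Measurement of antagonist activity uses fluorescent calcium dye in inducible HEK293 T-REx D2 cells: 10 s baseline, compound addition with 180 s read, EC80 dopamine addition with a further 180 s read.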
# TrxR1 substrate – rat thioredoxin reductase 1 substrate activity; Potency, µM (top dose mostly 114 µM), for inactives: at the highest dose activity change, negative = substrate turnover; actives 0.01% (n = 390,000); purified TrxR1 substrate turnover, NADPH consumption readout; O89049; further: potency means the concentration at half of the fitted maximal effect; on the % scale 0 is the no-effect control and ±100 the full control effect; nearly all actives have a fitted effect of over 50% in size
#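 Rat TrxR1, dispensed at 90 nM, was prereduced with 400 uM NADPH (final) for 5 min at ~22 deg C, then incubated with compound 15 min before 400 uM selenite. A first-read NADPH fluorescence drop versus no-compound background flagged substrates.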
# USP1-UAF1 inh – inhibitors of human USP1/UAF1 deubiquitinase; O94782; recombinant USP1/UAF1, Ub-Rhodamine cleavage fluorescence; Potency, µM (titrated, usually from 57.1 µM), for the others: top-dose activity change, negative = inhibition, most hits filed as inhibitors; actives 0.23% (n = 390,000); further: potency means the concentration at half of the fitted maximal effect; on the % scale 0 is the no-effect control and ±100 the full control effect; nearly all actives have a fitted effect of over 60% in size; inactives centre near -12
# Target sequence (O94782 whole entry, looked up): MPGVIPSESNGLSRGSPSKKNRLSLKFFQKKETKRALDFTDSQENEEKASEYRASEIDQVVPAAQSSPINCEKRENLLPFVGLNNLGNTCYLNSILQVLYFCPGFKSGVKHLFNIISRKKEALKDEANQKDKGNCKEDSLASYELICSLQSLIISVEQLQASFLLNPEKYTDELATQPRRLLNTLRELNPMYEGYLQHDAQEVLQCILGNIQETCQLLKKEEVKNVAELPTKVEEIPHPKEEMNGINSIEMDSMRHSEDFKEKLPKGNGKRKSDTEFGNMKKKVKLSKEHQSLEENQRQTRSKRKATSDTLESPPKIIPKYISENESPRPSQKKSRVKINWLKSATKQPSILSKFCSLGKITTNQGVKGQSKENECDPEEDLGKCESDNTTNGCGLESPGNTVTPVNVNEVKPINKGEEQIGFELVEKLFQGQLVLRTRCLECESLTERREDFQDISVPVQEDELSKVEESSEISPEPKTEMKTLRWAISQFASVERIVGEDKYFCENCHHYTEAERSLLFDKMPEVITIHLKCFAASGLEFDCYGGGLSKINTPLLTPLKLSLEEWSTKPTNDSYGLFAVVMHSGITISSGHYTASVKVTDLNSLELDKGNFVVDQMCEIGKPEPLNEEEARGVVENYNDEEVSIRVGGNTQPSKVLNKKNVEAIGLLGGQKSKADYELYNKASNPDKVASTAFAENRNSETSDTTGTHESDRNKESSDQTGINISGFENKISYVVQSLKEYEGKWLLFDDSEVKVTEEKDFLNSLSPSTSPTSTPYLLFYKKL
#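 USP1/UAF1 complex (1 nM) preincubated 15 min at room temperature with compound, then Ub-Rho substrate (150 nM final) added. Kinetic fluorescence at 480/540 nm over 6 reads at 60 s intervals; 50 mM HEPES pH 7.8, 0.5 mM EDTA, 0.1 mg/ml BSA, 1 mM TCEP, 0.01% Tween-20.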
# Active calls of the source: *; u = inconclusive; x = not tested or not shown; & = joins results of further samples; [ ] = remark or other dose. Unless noted, the call rests on the fitted dose curve; in most records, active means well fitted inhibition curve with a large enough effect; inconclusive means small, poorly fitted or top-dose-only effect; inactive means no such curve, though single readings can be large or run the other way.
SMILES,D2 agonist,mIDH1 inhibitor,Pin1 inh,TrxR1 inh,TRHR ag,TRHR enhancer,D2 antagonist,TrxR1 substrate,USP1-UAF1 inh
COc1ccc(OC)c(NC(=O)C2CCN(C(=O)C3CC(=O)N(c4ccc(C)cc4)C3)CC2)c1 (configuration not stated),-0.3,7%,-9%,41%[activator][57.1 µM],0.0,3,3,-8%[57.1 µM],-14%
Cc1ccc(S(=O)(=O)N2CCN(C(=O)COc3ccc(C)nc3[N+](=O)[O-])CC2)c(C)c1,1.1,15%,-4%,10%[57.1 µM],-1.0,17,-5,3%[57.1 µM],-11%
CCOc1ccc(N2C(=O)CC(NC3CCN(C(=O)c4cccc(Cl)c4)CC3)C2=O)cc1 (configuration not stated),0.0,2%,-2%,6%,-0.5,-3,0,-1%,-17%
CC1Cc2cc(S(=O)(=O)NCCC(=O)N(C)Cc3ccccc3)ccc2N1C(=O)C1CC1 (configuration not stated),0.3,-9%,1%,27%,-0.9,10,-11,0%,-14%
CC1=CC(c2ccccc2)=NS(=O)(=O)N1,x,5%,-4%,2%,x,x,x,-5%,-30%
CC(SC1CCCC1)C(=O)NC(C)(C#N)C(C)C (configuration not stated),0.6,10%,-1%,-5%,-0.2,13,8,-4%,-17%
CN1CCN(C(=O)c2cn(-c3ccccc3)nc2-c2cccnc2)CC1,5.6,10%,-4%,7%,0.3,3,-1,7%,-8%
Cn1c(=O)c2c(SCC(=O)N3CCCc4ccccc43)nc(C3CC3)nc2n(C)c1=O,0.8,2%,6%,25%[57.1 µM],-0.4,-15,35*,3%[57.1 µM],-17%
COC(=O)c1cc(OC)c(OC)cc1NC(=O)Nc1ccc(OC)cc1OC,-1.5,5%,2%,10%,-1.4,4,26,23%,-17%
COc1cccc(Cn2c(=O)n(Cc3ccco3)c(=O)c3oc4ccccc4c32)c1,1.1,8%,1%,-10%,0.0,5,x,-5%,-8%
CCOC(=O)C1CCCN1C(=O)c1ccc(OC)c(Br)c1 (configuration not stated),6.2,-8%,0%,13%,-0.5,1,1,13%[57.1 µM],-18%
COCCCNC(=O)c1ccc(CN2CCc3ccccc3C2)cc1,1.1,-3%,1%,15%,0.3,-4,-12,0%,-21%
O=C(OCc1ccco1)c1ccc(S(=O)(=O)N2CCCCC2)cc1,-1.9,1%,-21%,18µM*,0.8,3,13,2%[57.1 µM],10%
Cc1ccc(N=C2NC(=O)/C(=C\c3ccc(C)s3)S2)cc1,0.4,8%,48%[activator],0%,0.5,4,1,-6%,-25%
CN1CCN(S(=O)(=O)c2ccc(-c3ccccc3)cc2)CC1,1.2,3%,-2%,7%[57.1 µM],0.3,-10,20,-3%,-6%
COc1cc2c(cc1OC)C(C)N(S(=O)(=O)c1cnc(Cl)c(Cl)c1)CC2 (configuration not stated),0.4,0%,0%,9%,0.1,-5,4,-1%,-27%
COc1cccc(NC(=O)c2oc3ccccc3c2NC(=O)c2ccc3c(c2)OCO3)c1,-0.1,9%,14%,76%[activator],1.9,3,-12,60%[activator],-6%
COCC1CCCN(C(=O)c2ccc3oc(CCCc4ccccc4)nc3c2)C1 (configuration not stated),-2.0,-3%,-5%,u,0.2,6,17,-2%,-24%
O=C(O)C1C2C=CC(C2)C1C(=O)NCc1ccoc1 (configuration not stated),0.7,8%,u,-21%,-0.3,-1,16,7%,-15%
COc1ccc(CCC(=O)NCc2ccccc2Cl)cc1OC,-1.1,-5%,0%,35%,-0.5,-10,1,10%,-13%
CCn1ccc2cc(S(=O)(=O)N3CCC(C(=O)NCCc4ccc(SC)cc4)CC3)ccc21,x,-16%,-4%,-12%[57.1 µM],0.2,0,x,-12%[57.1 µM],-1%
Cc1ccc2c(c1)N(CC(=O)N1CCN(c3nc4ccccc4s3)CC1)C(=O)C(C)O2 (configuration not stated),-0.3,0%,12%,22%,-0.9,-5,0,-5%,-1%
CCc1cc2c(COC(=O)c3cccc(S(C)(=O)=O)c3)cc(=O)oc2cc1O,0.0,7%,0%,5%,0.3,-1,-5,11%,-22%
C/C(=N\O)c1ccc(Cl)c(Cl)c1,-0.2,0%,1%,-1%[57.1 µM],0.1,1,-1,6%[57.1 µM],3%
Cc1cccc[n+]1CC(=O)/C=C1\N(C)c2ccccc2C1(C)C,1.1,3%,18%,-29%,0.4,-2,6,-18%,-20%
CC(=O)C(C)Oc1ccc2c3c(c(=O)oc2c1C)CCCC3 (configuration not stated),-0.6,10%,6%,-11%,-0.1,-3,-1,131%[activator],-10%
COCCNC(=O)C(c1cccs1)N(C(=O)Cn1nnc2ccccc21)c1cccc(C(C)=O)c1 (configuration not stated),-2.2,0%,0%,-11%,-0.6,3,-20,-7%,-6%
O=C(O)CC(c1cccc2ccccc12)N1Cc2ccccc2C1=O (configuration not stated),1.9,8%,-8%,36%[57.1 µM],-0.2,-2,-11,-12%[57.1 µM],-7%
COc1ccc2oc(C(=O)OCC(=O)N3CCCCC3C)c(C)c2c1 (configuration not stated),x,-3%,2%,-18%,x,x,x,73%[activator],-5%
Cc1ccccc1C(=O)c1cccn1CC(=O)NCc1cccc(Cl)c1,-0.8,3%,-1%&4%,32%&12%,0.1&-0.6,-3&-6,-1,6%&0%,-22%&-19%
CCOc1cccc(Oc2ncccc2C(=O)/C(C#N)=C/N(C)C)c1,0.3,1%,-1%,-8%,0.2,-4,-21,-9%,-17%
CC(C)c1cc(C(=O)Nc2cccc(Cl)c2)no1,0.2,17%,0%,6%,1.2,6,-19,-5%,-6%
Fc1cccc(Cl)c1-c1nnc2ccc(C(F)(F)F)cn12,2.1,1%,-1%,17%,0.5,11,14,5%,-12%
O=C(Nc1nn(Cc2ccc(Cl)cc2)cc1Br)c1ccc(COc2ccccc2Cl)o1,2.0,0%,13%,20%[57.1 µM],0.5,-4,-22,-9%,-6%
CCn1c(CNc2ccc(F)cc2)nnc1SCCN1CCCCC1,-2.1,6%,22%,2%,-0.3,0,-8,-2%,3%
CCOc1ccc(S(=O)(=O)N2CCCC(C(=O)NCc3ccncc3)C2)cc1C (configuration not stated),-0.4,1%,-1%,4%,0.9,-2,23,3%,-7%
CCOc1ccc(/C=C(/NC(=O)c2ccccc2)C(=O)NCCC(=O)O)cc1,1.1,-1%,-5%,29%[57.1 µM],-0.5,-2,-2,11%[57.1 µM],-9%
CC(C)(C)c1ccc(C(=O)NNC(=O)c2cccc(-n3cnnn3)c2)cc1,-0.2,-1%,1%,10%,0.3,4,-7,-3%,-18%
CCC/C(=C1/c2ccccc2C(=O)N1c1ccccc1)c1cnc(OC)nc1,x,-16%,u,17%,x,x,x,-3%,-23%
CCOc1ncccc1C(=O)OCC(=O)NCCCc1ccccc1,x,1%,-1%,0%,x,x,x,-4%,0%
C=CCc1c(C)nc(N)[nH]c1=O,0.6,2%,-9%,6%,-0.2,1,9,6%,-9%
Cc1ccc(C)c(NC(=O)C(CC(=O)O)C2CCCO2)c1 (configuration not stated),-0.4,7%,-11%,15%,0.0,-2,1,-4%,-13%
COc1ccc(-c2cn3nc(N4CCCC(C(=O)Nc5ccccc5F)C4)sc3n2)cc1 (configuration not stated),x,-3%,11%,-4%,0.1,-1,x,-11%,-13%
CCCCN(C(=O)C1CCCC1)C1CCS(=O)(=O)C1 (configuration not stated),1.2,2%,-1%,-7%,-0.1,-3,-5,-7%,1%
Cc1ccc(/C=C2\SC(=S)N(CCC(=O)NNC(=O)c3ccncc3)C2=O)cc1,-0.4,8%,u,37%[activator][57.1 µM],0.1,14,-7,8%[57.1 µM],-6%
Cc1cc(C(=O)N(C)CC(=O)Nc2ccc(F)c(F)c2F)no1,0.0,7%,-1%,20%,0.3,-1,-9,5%,-21%
COc1cc(NC(=O)Cc2ccc(S(=O)(=O)N3CCOCC3)s2)c(OC)cc1Cl,-0.5,18%,9%,16%,0.2,4,3,1%,-8%
COc1ccccc1CNC(=O)c1c(O)c2cc(OC)c(OC)cc2[nH]c1=O,-1.1,9%,0%,18%,1.3,-5,-7,2%,-2%
N#Cc1cc(C(=O)c2cc(Br)ccc2O)cn(C2CC2)c1=O,0.0,3%,u,-22%,-1.0,-8,-20,0%,-29%
COc1ccc(C(=O)COC(=O)Cc2c[nH]c3ccccc23)c(OC)c1,-0.6,4%,11%,15%,-0.2,-2,-8,-2%,-14%
Cc1cccc(-c2nc(CC(=O)Nc3cccc(S(=O)(=O)NC4=NCCC4)c3)cs2)c1,-0.5,-13%,1%,6%,-1.2,-5,4,-5%,-5%
CCOc1ccc(NC(=O)Nc2nnc(CC)s2)cc1,-0.1,8%,8%,12%[57.1 µM],-0.6,3,-20,7%[57.1 µM],-20%
CC(NC(=O)CN1CCOCC1)c1ccccc1 (configuration not stated),-0.1,-8%,-3%,9%,0.8,3,1,-6%,-17%
O=C(c1ccco1)N1CCC(c2nc3c(nnn3Cc3ccccc3Cl)c(=O)[nH]2)CC1,-1.5,0%,2%,4%,-1.5,3,-16,2%,-21%
CC(=O)Nc1ccc(NC(=O)CSc2nnc(NC(=O)c3ccc(Br)o3)s2)cc1,0.1,-2%,u,-22%,0.2,3,1,-13%,1%

# Quoted at random: 3 entries already listed.
SMILES,D2 agonist,mIDH1 inhibitor,Pin1 inh,TrxR1 inh,TRHR ag,TRHR enhancer,D2 antagonist,TrxR1 substrate,USP1-UAF1 inh
O=C(c1ccco1)N1CCC(c2nc3c(nnn3Cc3ccccc3Cl)c(=O)[nH]2)CC1,-1.5,0%,2%,4%,-1.5,3,-16,2%,-21%
CC(NC(=O)CN1CCOCC1)c1ccccc1 (configuration not stated),-0.1,-8%,-3%,9%,0.8,3,1,-6%,-17%
Cc1cccc(-c2nc(CC(=O)Nc3cccc(S(=O)(=O)NC4=NCCC4)c3)cs2)c1,-0.5,-13%,1%,6%,-1.2,-5,4,-5%,-5%

# Source: PubChem BioAssay (National Center for Advancing Translational Sciences (NCATS))

# A portion of the library; count on the stated rates, not on these rows.
